# NCI-60 one-dose screen, 48 h, at 10 µM unless noted. Numbers give growth in % (100 = growth as untreated, 0 = no growth, -100 = all killed).
# HOP-62: HOP-62 NSCLC; 80,000 tested, 3.9% active; AID 1794735
# MOLT-4: MOLT-4 leukemia cells; 80,000 tested, 6.9% active
# A549/ATCC: A549/ATCC NSCLC | 81,000 tested, 3.7% active | AID 1794740
# SR: SR leukemia cells; 73,000 tested, 8.7% active
# RPMI-8226: RPMI-8226 leukemia cells; 77,000 tested, 7.5% active
# HOP-92: HOP-92 NSCLC cells | 71,000 tested, 6.3% active | AID 1794738
# EKVX: EKVX NSCLC; 71,000 tested, 3% active; AID 1794765
# CCRF-CEM: CCRF-CEM leukemia; 77,000 tested, 7% active
# Numbers without * were called inactive; . = no result given. How the source made its calls: active means growth percent below 10; inactive means the rest. Hits appear at their usual frequency. About 12% of those tested had a hit in this group.
item	Molecule	RPMI-8226	HOP-92	HOP-62	EKVX
1	CCN(CCO)c1cccc(C)c1	107	147	103	108
2	O=c1c2ccccc2nc(COc2ccccc2)n1/N=C/c1ccc(N2CCOCC2)cc1	89	-1.3*	18	70
3	CC(C)(C)c1cc(C2OC(N)=C(O)C2=O)cc(C(C)(C)C)c1O (stereo not given)	77	74	109	99
4	C/C(=N\NC(=S)Nc1ccccc1)c1ccccn1	34	37	41	13
5	COc1ccccc1Nc1nnc(-c2cc(F)c(F)c(F)c2)o1	92	104	109	103
6	O=C(c1cccc(-c2ccccc2)n1)c1c[nH]c2ccccc12	88	56	67	66
7	O=C(O)CSCSCC(=O)O	97	.	91	.
8	N#C/C(=C\n1ccc(=O)[nH]c1=S)c1nc2ccccc2s1	.	.	95	101
9	Cc1ccc(NC=O)cc1NC=O	.	.	94	108
10	Cc1nn(-c2ccccc2)c2nc3nc(Cc4ccccc4)[nH]c(=O)c3c(-c3ccc(Cl)cc3)c12	93	102	91	.

item	SR	CCRF-CEM	MOLT-4	A549/ATCC
1	103	100	104	103
2	95	98	117	74
3	113	84	97	104
4	14	17	8.8*	46
5	.	85	75	90
6	68	92	77	93
7	97	.	101	.
8	90	.	102	94
9	84	.	100	.
10	76	84	86	91

# A draw from above in order of SMILES length, descending:
item	Molecule	RPMI-8226	HOP-92	HOP-62	EKVX
3	CC(C)(C)c1cc(C2OC(N)=C(O)C2=O)cc(C(C)(C)C)c1O (stereo not given)	77	74	109	99
5	COc1ccccc1Nc1nnc(-c2cc(F)c(F)c(F)c2)o1	92	104	109	103
9	Cc1ccc(NC=O)cc1NC=O	.	.	94	108

item	SR	CCRF-CEM	MOLT-4	A549/ATCC
3	113	84	97	104
5	.	85	75	90
9	84	.	100	.

# Some of the entries above in another layout:
6) O=C(c1cccc(-c2ccccc2)n1)c1c[nH]c2ccccc12
7) O=C(O)CSCSCC(=O)O

Screen / compound no. | 6 | 7
RPMI-8226 | 88 | 97
HOP-92 | 56 | .
HOP-62 | 67 | 91
EKVX | 66 | .
SR | 68 | 97
CCRF-CEM | 92 | .
MOLT-4 | 77 | 101
A549/ATCC | 93 | .

# Screens deposited in PubChem BioAssay by NCI.
